# Bioassay records: PubChem, several laboratories
# CAL PDZ FP-1 – inhibitors of human CAL PDZ peptide binding; Q9HD26; purified CAL PDZ, TMR-peptide fluorescence polarization, 1 h; inhibition, % at 24.9 µM; 0.92% of 300,000 active; AID 602252;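 active = mean inhibition of at least 30% with at least half of replicates also reaching 30%; inconclusive = no clear call, values can overlap the other calls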;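 also: 0% = DMSO neutral control and 100% = excess unlabeled competitor peptide PRC23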
# MITF act – MITF TRPM1 promoter activation in melanoma cells; activation, % at 12.5 µM; AID 588334; SK-MEL-5 TRPM1-promoter luciferase, 24 h; % of positive control, neutral wells = 0; 0.75% of 300,000 active;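 active = mean activation of at least 80% with every replicate also reaching 80%; inconclusive = mean reaches 80% but some replicate falls short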;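 also: 0% = neutral control wells and 100% = parthenolide positive control wells; values of inactives mirror those of a sister screen read the other way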
# CDK5 inh – blocks human CDK5/p35 kinase activity. Q00535+Q15078. Recombinant CDK5/p35, ADP-Glo luminescence, 60 min. inhibition, % at 10 µM. 0.01% of 330,000 active. AID 488839;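 active = highest replicate inhibition of at least 50% and at least 75% of replicates reaching 50%; inconclusive = only one of the two criteria met; inactive = both criteria failed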;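 also: plate controls were DMSO neutral control for no effect and GW8510 at 10 µM for full effect; many of its hits are not listed in these tables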
# Target sequence (Q00535 whole entry, looked up): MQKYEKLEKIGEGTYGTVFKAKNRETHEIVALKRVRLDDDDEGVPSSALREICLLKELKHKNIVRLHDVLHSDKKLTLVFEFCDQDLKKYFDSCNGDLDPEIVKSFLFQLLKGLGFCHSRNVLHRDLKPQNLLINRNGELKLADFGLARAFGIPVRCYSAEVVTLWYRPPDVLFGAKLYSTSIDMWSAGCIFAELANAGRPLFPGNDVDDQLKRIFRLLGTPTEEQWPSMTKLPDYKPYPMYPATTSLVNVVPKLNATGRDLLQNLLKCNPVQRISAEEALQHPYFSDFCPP
# Target sequence (Q15078 whole entry, looked up): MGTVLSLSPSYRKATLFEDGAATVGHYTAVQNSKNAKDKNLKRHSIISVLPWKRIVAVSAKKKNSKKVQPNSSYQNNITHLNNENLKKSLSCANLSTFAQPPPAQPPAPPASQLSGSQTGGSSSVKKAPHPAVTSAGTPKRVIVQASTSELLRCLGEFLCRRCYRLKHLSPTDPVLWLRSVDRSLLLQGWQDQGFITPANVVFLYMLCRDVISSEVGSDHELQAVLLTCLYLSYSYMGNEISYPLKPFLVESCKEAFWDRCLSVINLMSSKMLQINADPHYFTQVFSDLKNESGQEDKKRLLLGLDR
# dFosB activator – mouse delta FosB homodimer activation; P13346; purified delta FosB, TAMRA-CDK5 oligo fluorescence polarization; percent of positive-control signal above neutral wells; activation, % at 25 µM; 0.99% of 340,000 active;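 active = mean activation above about 17%, with every replicate also reaching it, limit read from the data, passing the limit was not always enough; inconclusive = only one of the two conditions met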;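 also: fluorescence polarization rise as delta FosB binds a TAMRA Cdk5 AP-1 oligo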
# Target sequence (P13346 whole entry, looked up): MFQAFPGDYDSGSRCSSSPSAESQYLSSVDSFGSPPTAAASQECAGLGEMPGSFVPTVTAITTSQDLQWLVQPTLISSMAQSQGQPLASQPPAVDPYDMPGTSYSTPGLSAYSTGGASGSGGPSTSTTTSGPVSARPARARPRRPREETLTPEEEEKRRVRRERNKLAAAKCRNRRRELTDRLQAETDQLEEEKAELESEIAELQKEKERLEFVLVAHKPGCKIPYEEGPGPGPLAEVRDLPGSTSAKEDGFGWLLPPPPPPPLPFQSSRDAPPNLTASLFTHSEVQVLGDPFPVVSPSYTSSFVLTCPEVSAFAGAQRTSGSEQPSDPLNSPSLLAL
# Wnt act – Wnt/beta-catenin pathway activation | 1.2% of 300,000 active | Wnt/beta-catenin reporter cell assay, activator, plate reader | AID 743398 | activation, % at 9.35 µM; in the data active = activation above about 30%, passing the limit was not always enough; inconclusive = no clear call, values can overlap the other calls;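 also: 0% = neutral control wells and 100% = positive control wells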
# Tat transport – inhibitors of E. coli Tat protein transport | E. coli MC4100 TorA-mCherry Tat export, fluorescence | inhibition, % at 10 µM | 0.036% of 340,000 active;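 active = mean replicate inhibition at least 50% and at least half of replicates individually reaching 50%; inconclusive = only one of the two criteria met; inactive = neither criterion met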;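 also: exported cargo escapes ClpAP degradation while cytoplasmic cargo is degraded and loses fluorescence; 0% = median of neutral control wells and 100% = median of NaSCN control wells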
# CAL PDZ FP-2 – inhibitors of human CAL PDZ peptide binding | Q9HD26 | purified CAL PDZ, TMR-peptide fluorescence polarization, 1 h | inhibition, % at 20 µM | 0.02% of 330,000 active | AID 504414;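 active = highest replicate inhibition of at least 40%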;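 also: plate controls were DMSO neutral control wells for no effect and unlabeled competitor peptide control wells for full effect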
#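 Material – purified CerCALP PDZ construct · Detection – FP readout, S and P plane fluorescence · Measure – percent inhibition from loss of millipolarization · Controls – unlabelled peptide for full inhibition, DMSO wells as neutral · Probe or stimulus – TMR-labelled reporter peptide T*-PRC34 bound in PDZ groove · Times – 1 h at RT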
# cardiac RTF act – increases calcium sensitivity of human cardiac regulated thin filaments; activation, % at 7.2 µM; IANBD-labeled TnC RTF fluorescence at EC20 calcium; 0% EC20 calcium, 100% full calcium; P19429+P45379; 0.24% of 340,000 active;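 active = activation above the mean over all tested compounds plus 3 SD, cut at about 30% in these data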;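 also: rise in fluorescence read as greater calcium sensitivity of cardiac thin filaments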
# V-ATPase pH – yeast V-ATPase proton transport regulation by pHLuorin. AID 504577. S. cerevisiae, pHLuorin cytosolic pH fluorescence. 0.37% of 350,000 active. response, % at 10 µM; in the data active = response mostly above about 7.3%, no sharp cut-off; inactive = mostly below about 5.4%; also: actives read high; inactives centre near 0; some compounds called inactive have numbers as strong as hits
# Rtt109 HAT inh – inhibitors of Candida albicans Rtt109/Vps75 histone acetyltransferase; Q5AAJ8; purified Rtt109/Vps75, ThioGlo CoA-SH fluorescence, 4 h; inhibition, % at 34.9 µM; 0.16% of 330,000 active; AID 540336;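 active = inhibition of at least 50% in every replicate; inconclusive = best replicate reaches 50% inhibition but some replicates fall short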
# * hit, by the source's call; ? = inconclusive; . = no result given; & = joins results of further samples.
SMILES,CAL PDZ FP-1,MITF act,CDK5 inh,dFosB activator,Wnt act,Tat transport,CAL PDZ FP-2,cardiac RTF act,V-ATPase pH,Rtt109 HAT inh
CCC1(CC)NC(=O)N(CC(=O)Nc2ccc(S(=O)(=O)N3CCOCC3)cc2)C1=O,-1,5,-1.5,-12,-1,3,-0.1,0,0,-3
Cc1ccc(NC(=O)C[n+]2cc(-c3ccc(C)cc3)n3c2CCC3)cc1,-8,-16,1.5,-11,-3,2,-1.5,0,0,8
COc1ccc(S(=O)(=O)N(C)C)cc1NS(=O)(=O)c1ccc(F)c(F)c1F,2,4,-3.1,-5,2,-4,0.6,12,-5,-25
COc1ccc(NC(=S)NC(=O)c2cc3ccccc3o2)c(OC)c1,2,21,1.3,2,1,3,2.7,-3,-1,-2
CC(C)NCC(O)c1ccc(NS(C)(=O)=O)cc1 (stereo unspecified),-6,3,-1.9,1,1,1,0.3,-1,-1,-13
Cc1c(=O)n(OCc2ccccn2)c2ccccc2[n+]1[O-],-8,-7,0.7,4,-3,2,-1.3,1,-1,-3
O=C(Cc1ccccc1[N+](=O)[O-])Nc1ccc(S(=O)(=O)N2CCCC2)cc1,-3,-13,-0.1,-6,1,-9,-1.4,-1,-2,-2
CC(=O)C[C@H](O)CC(=O)[C@H]1OC(=O)CCCCCCc2ccccc21,-3,9,-0.7,0,2,0,0.6,-7,-4,-6
O=C(c1ccc(C(F)(F)F)cc1)C1CCCN(C(=O)Cn2cncn2)C1 (stereo unspecified),-3,9,-2.0,1,-2,3,0.3,1,2,-6
COc1cc(C(=O)Nc2ccc([N+](=O)[O-])cn2)cc(OC)c1OC,-3,5,-7.9,-6,.,15,-0.8,0,-3,-2
CCCc1[nH]nc2c1C(c1cc(OC)cc(OC)c1)C(C#N)=C(N)O2 (stereo unspecified),-9,.,0.6,-5,4,-5,-0.7,0,-5,0
O=C(CCCN1C(=O)c2ccccc2C1=O)N1CCCCC1,-5,-5,0.3,2,4,4,.,-7,-3,-11
Clc1ccc(CN2CC[C@H]3C=CCc4cccc(c43)C2)cc1,-2,2,-2.2,-14,-3,-3,-1.8,-4,-1,-8
COc1ccc(-c2cc3nc(C)cc(N)n3n2)cc1,-7,-9,36,-6,.,-4,-0.7,8,1,6
Cc1cccc(CNc2ncc(-c3cccc([N+](=O)[O-])c3)n2C)c1,2,11,-3.2,-5,-1,-7,-1.2,11,5,5
CC(C)CCN1CCN(CC#Cc2ccccc2)CC1CCO (stereo unspecified),-3,-8,0.1,-8,-3,0,-2.3,5,-3,-1
COc1ccc(C(C(=O)NCC2CCCO2)N(C(=O)Cn2nnc3ccccc32)c2ccc(NC(C)=O)cc2)c(OC)c1 (stereo unspecified),-9,5,-0.5,-12,3,0,-4.0,4,1,-4
CCCNC(=O)COC(=O)c1ccccc1OCC(=O)Nc1ccc(Br)cc1,-1,3,-1.7,-2,-2,-1,-2.5,-9,-7,45
O=c1cc(CN2CCN(c3cccc(Cl)c3)CC2)c2cc3c(cc2o1)CCCC3,1,-10,-3.0,-9,.,-14,0.7,-2,3,3
Cc1cccc(/N=C/c2c(C)[nH]n(-c3ccccc3)c2=O)n1,4,-4,-5.0,-5,1,13,-1.9,-1,-2,1
Cc1cccnc1NC(=O)c1ccc2c(c1)OCO2,1,37,-1.7,-5,12,-1,-2.5,1,-1,-4
Cc1cccc(NC(=S)NC(=O)c2cccs2)n1,.,4,0.1,-8,.,3,-0.8,0,-2,1
CC(NC(=O)C1(C)CC1(Br)Br)C(C)(C)C (stereo unspecified),.,.,0.4,-10,.,-8,0.1,-2,-5,0
O=C(Nc1ccc(-n2ccc(C(F)(F)F)n2)cc1)c1cccs1,26,123*,1.2,-3,23,-5,-0.5,-1,-1,-12
O=C(CSc1ncnc2nc[nH]c12)N1CCN(c2ccccc2)CC1,-1,.,2.7,0,.,-4,-1.5,0,-3,1
COC1CCCCC1Nc1cc(C)ccc1C (stereo unspecified),0,5,-2.0,1,2,0,-2.1,5,0,-12
COC(C(=O)NC1CC1)c1ccccc1 (stereo unspecified),-2,-10,-1.5,-4,0,-5,-2.3,6,-1,-2
O=C(NCC1COc2ccccc2O1)C1CCN(S(=O)(=O)c2cccc3nsnc23)CC1 (stereo unspecified),-1,-5,0.2,-5,-1,1,-3.9,-6,0,-5
COc1ccccc1NC(=O)CS(=O)(=O)c1cccc2nsnc12,0,-13,0.5,-2,0,5,0.2,0,0,-3
Cc1csc2c(N3CCN(C(=O)Nc4ccc(Cl)c(Cl)c4)CC3)ncnc12,.,.,0.7,?,-1,10,-3.4,3,-2,5

# At a glance, twelve of the compounds above:
SMILES,CAL PDZ FP-1,MITF act,CDK5 inh,dFosB activator,Wnt act,Tat transport,CAL PDZ FP-2,cardiac RTF act,V-ATPase pH,Rtt109 HAT inh
CC(C)CCN1CCN(CC#Cc2ccccc2)CC1CCO (stereo unspecified),-3,-8,0.1,-8,-3,0,-2.3,5,-3,-1
COc1ccc(C(C(=O)NCC2CCCO2)N(C(=O)Cn2nnc3ccccc32)c2ccc(NC(C)=O)cc2)c(OC)c1 (stereo unspecified),-9,5,-0.5,-12,3,0,-4.0,4,1,-4
CCCNC(=O)COC(=O)c1ccccc1OCC(=O)Nc1ccc(Br)cc1,-1,3,-1.7,-2,-2,-1,-2.5,-9,-7,45
O=c1cc(CN2CCN(c3cccc(Cl)c3)CC2)c2cc3c(cc2o1)CCCC3,1,-10,-3.0,-9,.,-14,0.7,-2,3,3
Cc1cccc(/N=C/c2c(C)[nH]n(-c3ccccc3)c2=O)n1,4,-4,-5.0,-5,1,13,-1.9,-1,-2,1
Cc1cccnc1NC(=O)c1ccc2c(c1)OCO2,1,37,-1.7,-5,12,-1,-2.5,1,-1,-4
Cc1cccc(NC(=S)NC(=O)c2cccs2)n1,.,4,0.1,-8,.,3,-0.8,0,-2,1
CC(NC(=O)C1(C)CC1(Br)Br)C(C)(C)C (stereo unspecified),.,.,0.4,-10,.,-8,0.1,-2,-5,0
O=C(Nc1ccc(-n2ccc(C(F)(F)F)n2)cc1)c1cccs1,26,123*,1.2,-3,23,-5,-0.5,-1,-1,-12
O=C(CSc1ncnc2nc[nH]c12)N1CCN(c2ccccc2)CC1,-1,.,2.7,0,.,-4,-1.5,0,-3,1
COC1CCCCC1Nc1cc(C)ccc1C (stereo unspecified),0,5,-2.0,1,2,0,-2.1,5,0,-12
COC(C(=O)NC1CC1)c1ccccc1 (stereo unspecified),-2,-10,-1.5,-4,0,-5,-2.3,6,-1,-2

# The list goes on:
SMILES,CAL PDZ FP-1,MITF act,CDK5 inh,dFosB activator,Wnt act,Tat transport,CAL PDZ FP-2,cardiac RTF act,V-ATPase pH,Rtt109 HAT inh
Cc1ccc([N+](=O)[O-])cc1NC(=O)C(C)NS(=O)(=O)c1ccc(F)cc1 (stereo unspecified),-1,-8,-0.8,-4,-1,-11,-0.6,2,2,11
CCN=C1SC(CC(=O)NCc2ccccc2)C(=O)N1CC (stereo unspecified),-1,-2,0.6,-2,-1,-2,-2.3,-1,-1,-3
Cc1ccc(S(=O)(=O)N(C)c2ccc(C(=O)N3CCCCC3)cc2)cc1,0,.,-0.4,-3,.,1,-0.3,2,2,-2
CC(C)(C)NC(=O)Cn1nnc(-c2ccc(Cl)cc2)n1,-4,5,2.5,-9,2,1,-2.1,8,2,-7
CC(=O)c1c(C)[nH]c(C(=O)Nc2nc(-c3ccc(-c4ccccc4)cc3)cs2)c1C,-5,5,0.5,-4,0,-3,-0.9,-5,1,-3
CCCc1nnc(NC(=O)c2nc(S(=O)(=O)Cc3cccc(C)c3)ncc2Cl)s1,-3,-79,2.3,-4,-17,-5,-1.7,1,0,?
O=C(NNC(=O)C1CC=CCC1)c1ccccc1Cl (stereo unspecified),-1,.,1.8,1,6,-14,0.3,7,-2,13
COc1ccc(-c2cc(C(=O)OCC(=O)Nc3cc(C)on3)c3ccccc3n2)cc1OC,-2,-10,1.7,2,.,8,-0.3,4,-6,-9
CC(C)(C)C(=O)Nc1ccc(S(=O)(=O)Nc2ccccn2)cc1,0,-7,3.2,-1,-2,9,-0.8,9,-1,4
NC(=O)Cc1ncc(C(F)(F)F)cc1Cl,-2,-12,0.1,-1,0,9,-0.4,2,5,-1
CN(Cc1cnc2nc(N)nc(N)c2n1)c1ccc(C(=O)N[C@@H](CCC(=O)O)C(=O)O)cc1,-2&-1,-35&-23,-0.2&-0.6,4&0,-2&-6,-2&1,-1.1&-0.6,5&9,5&5,-12&-3
COc1cccc2[nH]c3c(Cl)ncnc3c12,-1,4,-1.6,-19,-2,-1,-6.9,1,0,-17
Cc1ccc(C2C(C(=O)c3cccs3)=C(O)C(=O)N2c2cccc(C)n2)cc1 (stereo unspecified),-4,.,1.3,-7,34*,-9,-1.4,1,1,8
COc1ccc(/C=N\NC(=O)c2ccccc2)cc1COc1ccc(F)cc1,-7,-4,-0.6,-6,-2,-6,-2.7,0,-1,6
CCN(CCCNC(=O)CCNC(=O)Cn1cnc2ccccc2c1=O)c1ccccc1,4,-2,0.6,-10,.,-1,-0.9,2,0,1
Cc1ccc(CNC(=O)CCS(=O)(=O)c2cccc3nonc23)cc1,0,.,-0.5,-3,6,-3,-0.5,6,1,2
Cc1cccc(-n2c(-c3ccncc3)n[nH]c2=S)c1,1,3,0.9,5,.,-7,-0.5,5,-5,-1
Cc1ccc(C(=O)NNC2CC(=O)N(c3ccc4c(c3)OCCO4)C2=O)cc1 (stereo unspecified),.,8,0.1,-3,-1,-5,-1.0,3,-2,-2
CSc1ccc(/C=C/C(=O)c2ccc(NC(=O)C(C)C)cc2)cc1,-6,4,1.5,-3,.,3,-1.5,3,1,19
O=C(c1nc2ccccc2[nH]1)c1ccccc1[N+](=O)[O-],-2,.,-0.3,-1,1,10,0.9,0,3,5
Cn1c(=O)n(CCO)c(=O)c2c1nc(Br)n2Cc1ccccc1,-7,-9,0.8,1,2,0,-1.6,3,1,-1
CCOC(=O)C1=C(N)OC2=C(C(=O)CC(C)C2)C1c1cccnc1 (stereo unspecified),4,-3,0.4,-9,0,-1,-5.4,-1,-4,5
